NPSR antagonist = neuropeptide S receptor (human) antagonism, cAMP; Q6W5P4; CHO-NPSR cells, cAMP TR-FRET, antagonist mode; Potency, µM (series often up to 38.3 µM), for inactives: at the highest dose activity change, negative = inhibition, usual class: inhibitors; hit rate 1% among 220,000; AID 1461; note: potency is the fitted concentration of half-maximal effect; % is set by controls: 0 for no effect and ±100 for the full control effect; nearly all actives have a fitted effect of over 50% in size; many of its hits are not listed in these tables
Luc counter = blocks Kinase-Glo luciferase, a counter-screen artifact. Q27757. Kinase-Glo luciferase, ATP luminescence, 8 min. Potency, µM (top dose mostly 38.3 µM), inactives show at the top dose activity change, negative = inhibition, most hits filed as inhibitors. hit rate 0.28% among 200,000; note: potency is the fitted concentration of half-maximal effect; % is set by controls: 0 for no effect and ±100 for the full control effect; nearly all actives have a fitted effect of over 60% in size
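Inhibition of Kinase-Glo luciferase light generation was assessed at 10 uM ATP in pH 7.2 imidazole buffer, with luminescence measured after eight minutes at ambient temperature.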
Epigenetic derep = regulators of epigenetic silencing causing reporter derepression in mouse cells; AID 1865; hit rate 0.2% among 280,000; murine LDR cells, GFP reporter derepression, 30 h; Potency, µM (titrated, usually from 53.9 µM), without a hit: at the highest dose GFP activation, usual class: activators; note: potency is the fitted concentration of half-maximal effect; % of control where 0% means no effect; nearly all actives have a fitted effect of over 60% in size
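Murine LDR cells carrying a silenced, genomically integrated CMV-driven GFP reporter were exposed to compound for 30 hours at 37 C. After PBS washes, GFP-positive cells (20–120 um objects) were counted by laser-scanning microplate cytometry.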
aGal spleen mod = alpha-galactosidase A (human) modulation; P06280; human spleen homogenate, 4MU-alpha-Gal fluorescence, 40 min; Potency, µM (highest dose often 80 µM), inactives show top-dose activity change, negative = inhibition, hits mostly inhibitors; hit rate 0.008% among 240,000; AID 2107;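 note: potency is the fitted concentration of half-maximal effect; 0% = enzyme with vehicle and -100% = no enzyme basal signal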
Target sequence (P06280 32-429 limits assumed): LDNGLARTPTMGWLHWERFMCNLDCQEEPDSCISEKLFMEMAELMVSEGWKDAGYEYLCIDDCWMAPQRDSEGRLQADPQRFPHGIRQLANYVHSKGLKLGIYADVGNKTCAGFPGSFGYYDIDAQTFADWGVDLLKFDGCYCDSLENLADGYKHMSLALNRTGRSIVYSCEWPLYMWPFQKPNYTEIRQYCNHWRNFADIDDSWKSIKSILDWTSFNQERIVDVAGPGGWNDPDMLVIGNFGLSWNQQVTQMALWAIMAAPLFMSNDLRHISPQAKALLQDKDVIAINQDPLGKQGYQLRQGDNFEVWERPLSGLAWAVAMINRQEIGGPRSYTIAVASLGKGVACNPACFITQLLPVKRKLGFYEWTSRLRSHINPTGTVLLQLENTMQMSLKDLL
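Spleen homogenate 1 ug + cpd (titration) + 4-MU-alpha-D-galactopyranoside 1 mM; 37C 40 min; 50 mM citrate/phosphate pH 5.0, 0.01% Tween-20; stop pH 10; fluorescence 365/440; AC50 via Hill.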
IMPase Li inh = membrane-permeable IMPase blocker, potentiated with lithium. CHO-M1 cells, IP1 TR-FRET (IP-One), carbachol + lithium. Potency, µM (series often up to 59.4 µM), inactives show top-dose activity, negative = IMPase inhibition, most hits filed as inhibitors. hit rate 0.35% among 210,000;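 note: IP1 builds up when IMPase is blocked and the TR-FRET signal falls; potency is the fitted concentration of half-maximal effect; plate controls were basal vehicle for no effect and high inhibitor control for full effect; nearly all actives have a fitted effect of over 50% in size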
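IP1 accumulation measured by competitive TR-FRET in lysed CHO-M1 cells after 30 min compound exposure at 37C, with a small lithium addition to potentiate weak responses. Hill-equation AC50 from ratio and donor-channel data.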
CBFb-RUNX1 inh = inhibitors of human CBF-beta and RUNX1 interaction; Q01196+Q13951; AlphaScreen CBFb-His/RUNX1-biotin binding, biochemical; Potency, µM (series often up to 59.8 µM), for inactives: at the highest dose activity, negative = inhibition, hits mostly inhibitors; 230,000 tested, under 10 active; AID 1477; note: % of control where 0% means no effect
Target sequence (Q01196 whole entry, looked up): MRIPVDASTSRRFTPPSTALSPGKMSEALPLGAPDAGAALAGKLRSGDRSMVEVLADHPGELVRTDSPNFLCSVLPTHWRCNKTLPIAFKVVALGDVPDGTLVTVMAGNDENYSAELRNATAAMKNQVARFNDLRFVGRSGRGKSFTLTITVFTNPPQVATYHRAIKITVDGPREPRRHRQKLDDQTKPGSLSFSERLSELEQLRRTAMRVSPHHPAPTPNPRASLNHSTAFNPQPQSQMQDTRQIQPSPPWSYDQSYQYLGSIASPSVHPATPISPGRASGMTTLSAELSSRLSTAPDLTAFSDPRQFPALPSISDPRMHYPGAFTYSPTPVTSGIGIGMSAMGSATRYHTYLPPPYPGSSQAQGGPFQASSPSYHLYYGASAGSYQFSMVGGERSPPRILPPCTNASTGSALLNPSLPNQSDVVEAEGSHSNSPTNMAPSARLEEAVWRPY
Target sequence (Q13951 whole entry, looked up): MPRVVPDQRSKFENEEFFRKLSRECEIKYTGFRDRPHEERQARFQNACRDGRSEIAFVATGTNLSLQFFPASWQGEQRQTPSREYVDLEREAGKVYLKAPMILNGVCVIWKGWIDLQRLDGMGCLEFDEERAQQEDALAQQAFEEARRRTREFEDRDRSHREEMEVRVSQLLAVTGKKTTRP
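Room-temperature protein-protein interaction test with 30 nM each of His-tagged CBF-beta and biotinylated RUNX1, 15 min with compound, then 90 min with nickel plus streptavidin beads. Signal read in AlphaScreen mode.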
Lamin A splicing = modulators of lamin A splicing; HeLa LMNA splicing GFP/RFP minigene ratio, 48 h; Potency, µM (series often up to 46.1 µM), inactives show at the top dose ratio change, negative = inhibition, most hits filed as inhibitors; hit rate 0.01% among 200,000; AID 1487; active = well fitted inhibition curve with a large enough effect in the signal ratio, with a control signal flat, not every such curve was filed as active; inconclusive = small, poorly fitted or top-dose-only effect, or effect the other way, or a change in a side signal; the % refers to the signal ratio; note: potency is the fitted concentration of half-maximal effect; % is set by controls: 0 for no effect and ±100 for the full control effect
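S3 HeLa stable clones carrying a lamin A-EGFP splicing minigene plus DsRed2 were seeded at 600 cells/well in Opti-MEM with 2% FBS, pin-dosed and incubated 48 h at 37°C. Acumen cytometry (488 nm) gave the GFP/RFP total-intensity ratio.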
Numbers without * were called inactive; ? = inconclusive; . = not tested or not shown; & = joins results of further samples; [ ] = dose if it differs, or a comment. Unless noted, calls come from the whole dose curve; as a rule, active = well fitted curve in the direction sought with a large enough effect; inconclusive = small, poorly fitted or top-dose-only effect, or another doubt; inactive = no such curve, though single readings can be large; an effect the other way counts as inactive or inconclusive.

Letters – A = NPSR antagonist; B = Luc counter; C = Epigenetic derep; D = aGal spleen mod; E = IMPase Li inh; F = CBFb-RUNX1 inh; G = Lamin A splicing
CCC12C=CCN3CCC4(c5cc(Br)c(OC)cc5N(C)C4C(O)(C(=O)OC)C1OC(C)=O)C32 (stereo not given)
  A: ? | B: -7% | C: -3.7% | D: 5% | E: 16%[38.3 µM] | F: -3% | G: 0%

CC(=O)Cc1ccc(OC(C)C)cc1
  A: -24% | B: . | C: -0.3% | D: -6% | E: . | F: 3% | G: .

CC1CCCCN1Cc1c[nH]c2ccccc12 (stereo not given)
  A: ? | B: . | C: 0.1% | D: -14% | E: . | F: -2% | G: .

C1=C(CCNCc2ccccc2)CCCC1
  A: 7%[46.1 µM] | B: -6% | C: 0.7% | D: 10% | E: 24%[38.3 µM] | F: 1% | G: -3%

CNCCc1ccccc1
  A: 18% | B: . | C: 0.0% | D: -5% | E: . | F: 4% | G: .

CSc1ncc(/C=C2/C(=O)NC(=O)N(C3CCCCC3)C2=O)cn1
  A: ? | B: -3% | C: -1.8% | D: 1% | E: 2%[38.3 µM] | F: 1% | G: 12%

CCCCn1c(=O)c(C(=O)Nc2ccccc2S(N)(=O)=O)c(O)c2ccccc21
  A: -18%[46.1 µM] | B: -1% | C: -5.4% | D: -13% | E: 0%[38.3 µM] | F: 1% | G: ?

CCOP(=S)(NN(Cc1ccccc1)C(=O)c1ccccc1)OCC
  A: -15% | B: 5% | C: 0.0% | D: 2% | E: 9% | F: -4% | G: ?

CC(=O)N1CC[N+](C)(C)CC1
  A: . | B: 1% | C: 0.0%&0.9% | D: -2%&4% | E: -11%&7% | F: 21% | G: .

CC(C)C(=O)NC(Oc1ccccc1Cl)C(Cl)(Cl)Cl (stereo not given)
  A: -35% | B: -5% | C: -1.2% | D: -5% | E: 6% | F: 9% | G: .

Oc1ccc(Cl)cc1Cc1ccccc1
  A: . | B: . | C: . | D: -19% | E: 0% | F: 3%[21.7 µM] | G: ?

O=C1NC(=O)N(Cc2ccc(F)cc2)C(=O)/C1=C\c1ccc([N+](=O)[O-])s1
  A: -15% | B: . | C: 8.5% | D: 3% | E: . | F: ? | G: .

COc1ccc2c(c1OC)C(=O)OC2c1c(O)n(Cc2ccc(F)cc2)c(=O)[nH]c1=O (stereo not given)
  A: -3%[46.1 µM] | B: 0% | C: 1.0% | D: 1% | E: 15%[38.3 µM] | F: 1% | G: 13%

Cc1cc(C)n2nc(SCC(=O)N3CCC4(CC3)OCCO4)nc2n1
  A: 15%[46.1 µM] | B: -2% | C: -0.1% | D: 0% | E: -7%[38.3 µM] | F: 7% | G: 8%

CC(C)=CCCC1(C)C=Cc2c(O)c3c(c(CC=C(C)C)c2O1)OC12C(CC4CC1C(C)(C)OC2(C/C=C(/C)C(=O)O)C4O)C3=O (stereo not given)
  A: . | B: -8% | C: ? | D: 8% | E: 23% | F: 10% | G: .

CC(C)[N+]12CCC(CC1)C(C(O)(c1ccccc1)c1ccccc1)C2 (stereo not given)
  A: 21% | B: . | C: 2.5% | D: -12% | E: . | F: 6% | G: .

Cc1nn(Cc2ccccc2)c(Cl)c1C(=O)O
  A: 1% | B: 9% | C: -0.2% | D: -1% | E: -4% | F: 11% | G: -1%[46 µM]

[CH3][Hg][Cl]
  A: . | B: . | C: . | D: -3% | E: 3% | F: 24%[21.7 µM] | G: .

Cc1cc(C)cc(N2C(=O)NC(=O)/C(=C/c3cccn3-c3ccc(Cl)cc3)C2=O)c1
  A: -53% | B: 1% | C: 2.0% | D: 10% | E: 26% | F: -17% | G: ?

COc1ccc(CC(=O)Nc2ccc3c(C(F)(F)F)cc(=O)oc3c2)cc1OC
  A: 0% | B: -1% | C: -1.1% | D: -1% | E: 0% | F: 0% | G: 5%

CCOP(=S)(OCC)Oc1cc(C)oc(=O)c1
  A: -21% | B: . | C: -1.6% | D: 3% | E: . | F: -2% | G: .

CCOC(=O)c1cc(C)n(CCc2cnc[nH]2)c1C
  A: -22%[46.1 µM] | B: 13% | C: 2.7% | D: 2% | E: 14%[38.3 µM] | F: -11% | G: 4%

CNC(=O)Nc1ccc(C(=O)N/N=C\C23CC[C@@H](O)CC2(O)CC[C@@H]2[C@@H]3CCC3(C)C(C4=CC(=O)OC4)CCC23O)cc1 (stereo not given in full)
  A: -13% | B: . | C: 0.5% | D: -14% | E: . | F: -3% | G: .

N=C1SCC(=O)N1Cc1ccccc1
  A: 4% | B: 2% | C: 7.9% | D: 0% | E: 0% | F: 0% | G: .

ClCc1ccccn1
  A: . | B: . | C: . | D: -4% | E: 0% | F: 3%[21.7 µM] | G: .

C[C@@]12CCC(OS(=O)(=O)O)C[C@@H]1CCC1C2CC[C@]2(C)C(=O)CCC12 (stereo not given in full)
  A: . | B: -2% | C: 3.5% | D: -2% | E: 2% | F: . | G: -5%

CCOc1cccc(OCC)c2c(C)[n+](CC3CCCO3)c(C)c1-2 (stereo not given)
  A: -9%[46.1 µM] | B: -6% | C: -0.8% | D: -16% | E: 46%[activator][38.3 µM] | F: ? | G: 3%

Cc1cc(C(=O)Cn2nnc(-c3ccc(Cl)cc3)n2)c(C)n1-c1ccccc1
  A: 3% | B: 0% | C: 0.0% | D: -14% | E: 5% | F: 2% | G: ?

C=CCN1C(=O)/C(=C\c2ccc(N3CCOCC3)o2)C(=O)NC1=S
  A: -14% | B: -10% | C: ? | D: -11% | E: 5% | F: -3% | G: 13%

CC(C)NC(=O)c1ccc(N2CC3CC(C2)c2cccc(=O)n2C3)c([N+](=O)[O-])c1 (stereo not given)
  A: 27% | B: 1% | C: -1.3% | D: -6% | E: 7% | F: -4% | G: .

O=C(O)C1C2c3ccccc3C(c3ccccc32)C1C(=O)Nc1ccccc1 (stereo not given)
  A: 21% | B: -1% | C: -1.3% | D: -5% | E: 0% | F: -9% | G: -15%[46 µM]

Nc1nc(N)nc(-c2ccc(Oc3ccccc3)cc2)n1
  A: -14%[46.1 µM] | B: -6% | C: -0.8% | D: -2% | E: 61%[activator][38.3 µM] | F: -1% | G: 21%

CCN(CC)CCCN=C(C)c1c(O)n(C2CCCCC2)c(=O)[nH]c1=O
  A: -4%[46.1 µM] | B: -3% | C: -3.3% | D: 0% | E: 37%[activator][38.3 µM] | F: 19% | G: 6%

O=C1NC(c2cc3ccccc3nc2Cl)Nc2ccccc21 (stereo not given)
  A: -10% | B: -2% | C: -0.9% | D: 6% | E: -4% | F: 4% | G: ?

CC(C)NC[C@@H](O)COc1cccc2[nH]ccc12
  A: . | B: -1% | C: -0.1% | D: 8% | E: 7%&3% | F: -1%&1%[21.7 µM] | G: ?

CC(C)OC(=O)Nc1ccc(N=C(N)N[N+](=O)[O-])cc1
  A: 5% | B: -5% | C: 1.2% | D: -15% | E: 3% | F: 9% | G: .

O=C(CN1CCCCC1)c1cccc(Br)c1
  A: -2%[46.1 µM] | B: 1% | C: 1.1% | D: ? | E: -2% | F: -9% | G: -8%

CC(NCc1ccccc1Cl)C(O)c1ccccc1 (stereo not given)
  A: -8%[46.1 µM] | B: 0% | C: 1.8% | D: -21% | E: -4%[38.3 µM] | F: -1% | G: 3%

O=c1[nH]c(=O)n(Cc2ccc(F)cc2)c(O)c1C=NCC1CCCO1 (stereo not given)
  A: 4%[46.1 µM] | B: 2% | C: -2.3% | D: -2% | E: -2%[38.3 µM] | F: 2% | G: 12%

C=CCn1c(O)c(C(C)=NCCCO)c(=O)[nH]c1=O
  A: -8%[46.1 µM] | B: -5% | C: -13% | D: -9% | E: 3%[38.3 µM] | F: 2% | G: -15%

COc1ccc(Cn2c(O)c(/C=N/NC(=O)c3ccccc3O)c(=O)[nH]c2=O)cc1
  A: 2% | B: 1% | C: 9.5% | D: -2% | E: -14% | F: 2% | G: ?

CCCN(CCC)[C@@H]1CCc2cccc(O)c2C1
  A: -2%[46.1 µM] | B: -1%&-1%&1% | C: 1.1%&1.1%&0.4%&-1.6% | D: 18%&0%&0%&4% | E: 18%&35%&30% | F: -15% | G: ?

O=C(Oc1ccccc1)N1CCC2(CCCN(Cc3nccs3)C2)CC1
  A: . | B: -1% | C: . | D: 14% | E: 20% | F: . | G: .

CC1(C)S[C@@H]2[C@H](N)C(=O)N2C1C(=O)O (stereo not given in full)
  A: . | B: 2% | C: -1.1% | D: 13% | E: 12% | F: 6% | G: .

Cc1nc2c(=O)n(C)c(=O)nc-2n(C)n1
  A: ? | B: -2% | C: 0.0% | D: -2% | E: 21% | F: 10% | G: ?

Cc1cccc(NC(=O)OC2CN3CCC2CC3)c1 (stereo not given)
  A: 51% | B: . | C: 2.2% | D: 0% | E: . | F: 2% | G: 20%[46 µM]

COc1cc2c(cc1O)CC1c3c(cc(O)c(OC)c3-2)CCN1C (stereo not given)
  A: 0%&-6% | B: -1%&-9% | C: -0.2%&-3.6%&2.1%&-0.7% | D: 0%&4%&14%&5% | E: 8%&4%&11% | F: ? | G: 5%

COc1ccc(C[C@@H]2c3cc(O)c(OC)cc3CCN2C)cc1O
  A: 10% | B: 11% | C: -2.5% | D: -6% | E: 3% | F: -3%[2.36 µM] | G: -1%

Cc1cccc(-n2c(-c3ccccc3)nc3ccccc3c2=O)n1
  A: -6% | B: 2% | C: 5.4% | D: 2% | E: 7% | F: 7% | G: 5%[46 µM]

C=CCn1c(O)c(C(C)=NCc2cccnc2)c(=O)[nH]c1=O
  A: -1%[46.1 µM] | B: -3% | C: 0.0% | D: 1% | E: 21%[38.3 µM] | F: 14% | G: -17%

Cc1cccnc1-n1c(-c2ccco2)nc2ccccc2c1=O
  A: 0%[46.1 µM] | B: . | C: 1.2% | D: 14% | E: . | F: -5% | G: 1%

Record cards, as listed above:
Cc1nc2c(=O)n(C)c(=O)nc-2n(C)n1 is entered as NPSR antagonist: ?; Luc counter: -2%; Epigenetic derep: 0.0%; aGal spleen mod: -2%; IMPase Li inh: 21%; CBFb-RUNX1 inh: 10%; Lamin A splicing: ?
COc1ccc(Cn2c(O)c(/C=N/NC(=O)c3ccccc3O)c(=O)[nH]c2=O)cc1 is entered as NPSR antagonist: 2%; Luc counter: 1%; Epigenetic derep: 9.5%; aGal spleen mod: -2%; IMPase Li inh: -14%; CBFb-RUNX1 inh: 2%; Lamin A splicing: ?

Source: PubChem (National Center for Advancing Translational Sciences (NCATS))

Some of the compounds tested, so the mix of outcomes need not match the whole.
